TWEAK Fn14 block – inhibitors of TWEAK-Fn14 signaling, primary screen, luciferase reporter cells, uHTS; TWEAK-stimulated Fn14 reporter cells, luciferase luminescence, 8 h; inhibition, % at 10 µM; 360,000 tested, 2% active; in the data active means inhibition above about 50%
EBV LMP1 NFkB – EBV LMP1-driven NF-kappaB luciferase reporter inhibitors, primary screen, cell-based, luminescence, single point | AID 504558, 2011 | inhibition, % at 12.5 µM | LMP1-induced NF-kappaB luciferase reporter cells | 350,000 tested, 0.69% active; in the data active means inhibition above about 41%;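 further: 0% = neutral control wells and 100% = reference inhibitor control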
TROY NFkB inh – inhibitors of TROY-driven NF-kB signaling, primary screen, Q293 LMP1-TROYcd cells, NF-kB luciferase, uHTS | Q293 LMP1-TROYcd NF-kB luciferase reporter, 4 h | inhibition, % at 10 µM | 360,000 tested, 0.98% active | AID 1347056, 2019;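 active means compounds whose plate-normalised and pattern-corrected inhibition of the luciferase reporter signal at the single screening dose is 50% or more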
NOD2 RIPK2 PPI – NOD2-RIPK2 binding disruptors in cells, primary screen, fluorescence, CHO cells, BLA complementation | AID 624267, 2012 | 360,000 tested, 0.38% active | inhibition, % at 4.98 µM | CCF4 ratio | Receptor-interacting serine/threonine-protein kinase 2 (Homo sapiens), O43353; in the data active means inhibition above about 21%;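 further: 0% = vehicle only and 100% = reference blocker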
NCOA3 inh – SRC3 coactivator transcriptional activity inhibitors, primary screen, cell-based, luminescence. HEK293 GAL4-SRC3 luciferase reporter. 360,000 tested, 0.17% active. inhibition, % at 3.6 µM. AID 588352, 2011. Nuclear receptor coactivator 3 (Homo sapiens), Q9Y6Q9;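 active means inhibition above a per-campaign cutoff, the mean of all compounds plus 3 SD, cut at about 60% in these data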;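 further: 0% = DMSO-treated cells and 100% = gossypol-treated cells at 36 µM; higher means less SRC3-driven luciferase light from the GAL4 reporter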
SRC1 inh – SRC1 coactivator transcriptional activity inhibitors, primary screen, cell-based, luminescence | AID 588354, 2011 | inhibition, % at 3.6 µM | 360,000 tested, 0.12% active | HEK293 GAL4-SRC1 luciferase reporter;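 active means inhibition above the campaign mean plus 3 SD, with each screening campaign given its own cutoff, cut at about 60% in these data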;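 further: 0% = DMSO treated cells and 100% = gossypol at 36 µM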
Target sequence (Q15788 whole entry, looked up, the tested form may be a part): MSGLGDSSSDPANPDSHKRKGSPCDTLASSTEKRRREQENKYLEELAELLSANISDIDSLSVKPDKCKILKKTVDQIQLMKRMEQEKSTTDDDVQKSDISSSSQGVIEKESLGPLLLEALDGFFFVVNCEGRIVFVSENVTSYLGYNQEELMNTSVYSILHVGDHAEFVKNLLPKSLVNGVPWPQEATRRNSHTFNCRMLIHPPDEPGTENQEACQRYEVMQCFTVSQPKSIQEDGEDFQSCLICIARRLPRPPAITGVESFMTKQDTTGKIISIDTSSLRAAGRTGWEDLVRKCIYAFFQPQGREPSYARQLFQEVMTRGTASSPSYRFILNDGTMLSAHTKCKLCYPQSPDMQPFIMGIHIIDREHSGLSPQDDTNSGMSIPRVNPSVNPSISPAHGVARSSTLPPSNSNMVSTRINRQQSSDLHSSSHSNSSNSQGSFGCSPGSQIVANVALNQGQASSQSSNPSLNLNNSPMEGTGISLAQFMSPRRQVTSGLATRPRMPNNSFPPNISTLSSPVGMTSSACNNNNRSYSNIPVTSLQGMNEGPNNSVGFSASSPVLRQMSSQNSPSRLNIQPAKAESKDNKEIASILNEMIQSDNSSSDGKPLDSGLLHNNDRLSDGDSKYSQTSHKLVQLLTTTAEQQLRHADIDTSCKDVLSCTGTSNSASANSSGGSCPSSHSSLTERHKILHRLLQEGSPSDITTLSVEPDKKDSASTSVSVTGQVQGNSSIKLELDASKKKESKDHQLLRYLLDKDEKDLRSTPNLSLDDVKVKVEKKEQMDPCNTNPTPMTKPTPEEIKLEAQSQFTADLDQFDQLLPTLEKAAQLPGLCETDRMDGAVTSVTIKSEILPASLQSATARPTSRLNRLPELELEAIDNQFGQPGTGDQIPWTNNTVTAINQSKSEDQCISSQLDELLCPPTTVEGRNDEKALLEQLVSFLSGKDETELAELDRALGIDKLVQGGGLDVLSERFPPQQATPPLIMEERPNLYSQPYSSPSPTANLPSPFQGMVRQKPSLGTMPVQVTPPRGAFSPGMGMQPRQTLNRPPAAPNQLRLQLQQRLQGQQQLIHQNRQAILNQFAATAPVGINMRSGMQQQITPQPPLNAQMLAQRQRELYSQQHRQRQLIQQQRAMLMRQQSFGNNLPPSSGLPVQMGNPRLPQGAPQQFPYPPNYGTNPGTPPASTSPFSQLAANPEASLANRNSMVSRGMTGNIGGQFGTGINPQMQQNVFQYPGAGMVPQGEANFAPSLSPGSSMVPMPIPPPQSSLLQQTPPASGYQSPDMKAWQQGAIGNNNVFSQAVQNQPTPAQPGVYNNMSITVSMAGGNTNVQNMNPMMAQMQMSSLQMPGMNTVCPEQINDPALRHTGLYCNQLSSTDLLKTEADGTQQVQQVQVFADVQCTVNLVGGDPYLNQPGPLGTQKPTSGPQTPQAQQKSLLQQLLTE
NR5A2 inv ag – LRH-1 (NR5A2) inverse agonists, primary screen, cell-based, luminescence, HEK293T, StAR-luciferase reporter. LRH-1 transfected, 24 h. inhibition, % at 3.6 µM. 360,000 tested, 0.13% active;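 active means inhibition above the mean inhibition of all tested compounds plus 3 SD, cut at about 73% in these data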;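 further: 0% = DMSO wells and 100% = reporter-only cells lacking LRH-1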
C8 TRAIL sens – viability loss with TRAIL in NB7+C8 cells, primary screen, TRAIL sensitizer project, cell-based, ATPlite luminescence; 360,000 tested, 1% active; inhibition (viability loss, TRAIL sensitization), % at 10 µM; AID 624354, 2012;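 active means compounds causing at least 50% loss of cell viability in the single-dose screen, relative to plate controls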
COUP-TFII inh – NR2F2 transcriptional activity inhibitors, primary screen, cell-based, luciferase reporter, HEK293T, luminescence; COUP transcription factor 2 (Homo sapiens), P24468; HEK293T NGFI-A luciferase reporter; inhibition, % at 8.6 µM; 370,000 tested, 0.7% active;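 active means inhibition above a per-plate cutoff, mean inhibition of test wells between control levels plus 3 SD, cut at about 38% in these data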;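 further: cells cotransfected with COUP-TFII expression vector driving the NGFI-A reporter; 0% = median of COUP-TF2 test wells and 100% = reporter-only cells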
NCOA2 inhibitor – inhibition of GAL4-SRC2 driven luciferase reporter, primary screen, SRC2 inhibitor project, cell-based, luminescence; Nuclear receptor coactivator 2 (Homo sapiens), Q15596; HEK293 GAL4-SRC2 luciferase reporter; inhibition, % at 9 µM; 370,000 tested, 0.17% active; AID 651957, 2012;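 active means inhibition above the mean inhibition of all tested compounds plus 3 SD, set per campaign, cut at about 52% in these data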;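 further: 0% = DMSO treated cells and 100% = cells given Gossypol at 36 µM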
TLR9-MyD88 inh – inhibitors of TLR9-MyD88 association in cells, primary screen, cell-based, CHO, BLA complementation, fluorescence. Toll-like receptor 9 (Homo sapiens) + Myeloid differentiation primary response protein …. CCF4 FRET ratio. inhibition, % at 4.98 µM. 340,000 tested, 0.21% active;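 active means inhibition above the mean over all tested compounds plus 3 SD, cut at about 21% in these data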;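 further: 0% = DMSO only wells and 100% = clavulanate BLA inhibitor control wells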
* marks the source's active call; other numbers are inactive results; . = not tested or not shown. This is a subset; rates above refer to the full screens.

SMILES | TWEAK Fn14 block | EBV LMP1 NFkB | TROY NFkB inh | NOD2 RIPK2 PPI | NCOA3 inh | SRC1 inh | NR5A2 inv ag | C8 TRAIL sens | COUP-TFII inh | NCOA2 inhibitor | TLR9-MyD88 inh
COc1ccc(-n2nc3c(c2NC(=O)COc2ccccc2F)CS(=O)(=O)C3)cc1 | -6 | 2 | 2 | -3 | 6 | 8 | 8 | -14 | -15 | -5 | -2
Cc1cccc(C)c1OCC(=O)Nc1ccc2c(c1)C(=O)NC2=O | -7 | 2 | -15 | 9 | 11 | -30 | -1 | -2 | 2 | -4 | -1
CC1CCCC(NC(=O)COC(=O)c2ccccc2C(=O)N(C)C2CCCCC2)C1C (configuration not stated) | -6 | -11 | 6 | -5 | 10 | 4 | 8 | -17 | 22 | -33 | -27
O=C(C[n+]1cc(-c2ccccc2)n2c1CCC2)c1cccs1 | 22 | -1 | -9 | -2 | 8 | 6 | 8 | -4 | -3 | -34 | -7
Cc1c(Cl)cnc(NC(=O)COC(=O)c2cccc(S(=O)(=O)N3CCc4ccccc4C3)c2)c1Cl | 7 | 3 | 5 | -1 | 11 | -9 | 18 | -4 | 2 | 20 | 4
C#CCNC(=O)c1cccn1-c1ncc(C(F)(F)F)cc1Cl | 0 | 7 | 7 | 9 | 24 | 1 | 7 | -4 | -4 | 22 | 15
CS(=O)(=O)c1ccc(Nc2nc(C(N)Cc3ccccc3)cs2)cc1 (configuration not stated) | 17 | . | 2 | 1 | 5 | -4 | 11 | -12 | -5 | 8 | .
C[C@H](CO)N1C[C@H](C)[C@@H](CN(C)C(=O)Nc2cccc(Oc3ccccn3)c2)OCc2cnnn2CCCC1=O | -10 | 5 | -2 | 4 | -9 | 3 | -3 | 3 | -10 | 5 | -7
O=C(CN1C(=O)COc2ccccc21)Nc1ccc2c(c1)OCCO2 | 4 | -18 | 1 | 2 | -2 | -1 | 9 | 3 | 11 | 1 | 2
CCc1ccc2c(CC(=O)NNC(=O)c3ccncc3)coc2c1 | -7 | -1 | -15 | -4 | 14 | -10 | 4 | -16 | 13 | 0 | -14
C#CCOCCOCCOCCNc1nc(N2CCN(C(=O)[C@H]([C@@H](C)CC)n3cc(CCCN=C(N)N)nn3)CC2)nc(N2CCN(C(=O)[C@H](CCCCN)n3cc(CC(C)O)nn3)CC2)n1 (some centres not stated) | 6 | -2 | -10 | -7 | -24 | -4 | 18 | 4 | 15 | -6 | -10
CC1=CC(=C(C#N)C#N)c2ccccc2N1C | -40 | 4 | -35 | -17 | 20 | 3 | -1 | 0 | -6 | -32 | -2
Cc1cc(=O)cc(C)n1-c1ccc(Cl)cc1 | -18 | -6 | -20 | -3 | 6 | -2 | -6 | -1 | 1 | 4 | 3
COc1ccccc1C1c2ccc3ccccc3c2Oc2ncn(CCCO)c(=N)c21 (configuration not stated) | -18 | 2 | -4 | 15 | 9 | 9 | -23 | 8 | . | . | 2
O=C(NCCCN1CCCC1=O)c1ccc(NS(=O)(=O)c2ccccc2)cc1 | 4 | 11 | 22 | -11 | 5 | 5 | -5 | 1 | -4 | 5 | -5
O=[N+]([O-])CC1(n2nc3ccccc3n2)CCCCC1 | 37 | 1 | 18 | 0 | -14 | -1 | 6 | 28 | . | . | -5
NC(=S)Nc1cccc2[nH]ncc12 | -4 | 1 | -6 | -5 | 2 | -24 | 1 | -12 | 13 | 6 | -2
CC(Sc1nnc(-c2ccccc2F)n1C1CC1)C(=O)N1CCCC1 (configuration not stated) | 4 | -6 | -2 | -3 | 11 | -3 | -5 | -15 | 9 | -5 | -7
Cn1cc(C(=O)c2cccc(Cl)c2)cc1C#N | -15 | -11 | 2 | -3 | 1 | -24 | -8 | -3 | -14 | -11 | -3
CCCCNC(=O)c1onc(CSc2ccc(OC)cc2)c1C(=O)O | 2 | -8 | -2 | -7 | -2 | -6 | 8 | -2 | -12 | -26 | -5
CCOC(=O)c1ccc(NC(=O)c2n[nH]c(=O)c3ccccc23)cc1 | -45 | -8 | -28 | -7 | -25 | -19 | 11 | -3 | 1 | -49 | 9
O=C(CO/N=C/c1ccc(OC(F)F)cc1)NCc1ccco1 | -15 | 0 | -28 | 0 | 15 | -10 | 3 | 6 | -11 | 1 | 2
O=C(COC(=O)[C@H](Cc1ccccc1)NS(=O)(=O)c1ccccc1F)NC1CCCCC1 | -3 | -4 | -8 | 9 | 19 | -31 | 24 | -13 | 4 | -10 | -2
O=C1NC(O)CCN1C1CC(O)C(CO)O1 (configuration not stated) | 2 | . | 4 | -14 | -7 | -18 | -11 | -1 | 3 | 2 | .
CC(=O)Oc1ccc(/C=C2/C(=O)N(c3ccccc3)N=C2C)cc1 | 8 | -3 | -16 | -12 | -29 | -57 | -8 | -11 | 4 | 28 | 0

Ordered by SMILES length (largest number first): part of the list above
SMILES | TWEAK Fn14 block | EBV LMP1 NFkB | TROY NFkB inh | NOD2 RIPK2 PPI | NCOA3 inh | SRC1 inh | NR5A2 inv ag | C8 TRAIL sens | COUP-TFII inh | NCOA2 inhibitor | TLR9-MyD88 inh
C#CCOCCOCCOCCNc1nc(N2CCN(C(=O)[C@H]([C@@H](C)CC)n3cc(CCCN=C(N)N)nn3)CC2)nc(N2CCN(C(=O)[C@H](CCCCN)n3cc(CC(C)O)nn3)CC2)n1 (some centres not stated) | 6 | -2 | -10 | -7 | -24 | -4 | 18 | 4 | 15 | -6 | -10
COc1ccccc1C1c2ccc3ccccc3c2Oc2ncn(CCCO)c(=N)c21 (configuration not stated) | -18 | 2 | -4 | 15 | 9 | 9 | -23 | 8 | . | . | 2
CS(=O)(=O)c1ccc(Nc2nc(C(N)Cc3ccccc3)cs2)cc1 (configuration not stated) | 17 | . | 2 | 1 | 5 | -4 | 11 | -12 | -5 | 8 | .
CC(Sc1nnc(-c2ccccc2F)n1C1CC1)C(=O)N1CCCC1 (configuration not stated) | 4 | -6 | -2 | -3 | 11 | -3 | -5 | -15 | 9 | -5 | -7
CCCCNC(=O)c1onc(CSc2ccc(OC)cc2)c1C(=O)O | 2 | -8 | -2 | -7 | -2 | -6 | 8 | -2 | -12 | -26 | -5
CCc1ccc2c(CC(=O)NNC(=O)c3ccncc3)coc2c1 | -7 | -1 | -15 | -4 | 14 | -10 | 4 | -16 | 13 | 0 | -14
Cn1cc(C(=O)c2cccc(Cl)c2)cc1C#N | -15 | -11 | 2 | -3 | 1 | -24 | -8 | -3 | -14 | -11 | -3
O=C1NC(O)CCN1C1CC(O)C(CO)O1 (configuration not stated) | 2 | . | 4 | -14 | -7 | -18 | -11 | -1 | 3 | 2 | .
NC(=S)Nc1cccc2[nH]ncc12 | -4 | 1 | -6 | -5 | 2 | -24 | 1 | -12 | 13 | 6 | -2

Later entries.
SMILES | TWEAK Fn14 block | EBV LMP1 NFkB | TROY NFkB inh | NOD2 RIPK2 PPI | NCOA3 inh | SRC1 inh | NR5A2 inv ag | C8 TRAIL sens | COUP-TFII inh | NCOA2 inhibitor | TLR9-MyD88 inh
CCOC(=O)COc1c(C(=O)OC)sc2ncccc12 | 11 | 3 | 3 | -4 | 12 | 1 | 16 | 22 | -26 | 3 | -10
COc1cc(NC(=O)CSc2nccc(C)n2)c(C(=O)O)cc1OC | 2 | 1 | 6 | -8 | 12 | -24 | 8 | 11 | 3 | -17 | 2
O=C(CCS(=O)(=O)c1ccc(Br)cc1)N1CCCCCC1 | -19 | -5 | -19 | -2 | -33 | -3 | 16 | 9 | -1 | 3 | 1
C#CCOc1ccc(/C=N/NC(=O)c2cccnc2)cc1OCC | 3 | -9 | -5 | -14 | 7 | 7 | 13 | -3 | 3 | 13 | 8
O=C1CC(c2ccccc2)Cc2nc3ncnn3cc21 (configuration not stated) | 10 | 3 | 8 | -3 | 9 | -4 | 1 | -13 | -5 | 21 | -1
COc1ccc(C(=O)Nc2ccc(S(=O)(=O)NC(C)=O)cc2)cc1[N+](=O)[O-] | -26 | -1 | 9 | 6 | 2 | -25 | 10 | 2 | 10 | -10 | -2
CC[C@]12c3[nH]c4ccc(Cl)cc4c3CCN1C(=O)[C@@H](CC(=O)NCCC1=CCCCC1)C[C@@H]2C(=O)N1CCN(C(=O)C2CC2)CC1 | 29 | -2 | 14 | -2 | 3 | 5 | -10 | 32 | 8 | -15 | -13
O=C(NNc1cccc(Cl)n1)Nc1ccc(F)cc1 | 21 | -5 | -16 | -9 | 12 | 9 | -3 | -8 | -6 | 2 | -12
CCOc1ccc(C(=O)N2CCN(S(=O)(=O)c3ccc4c(c3)OCCO4)CC2)cc1OCC | -3 | 7 | -32 | -4 | -2 | 12 | -5 | 8 | 6 | 18 | -3
CCOc1ccc(-n2c(SCC(N)=O)nnc2-c2cccnc2)cc1 | 11 | 3 | -13 | -11 | 25 | -12 | 5 | 4 | 12 | -8 | 1
CCn1c(=O)c(C(=O)CN2CCN(S(=O)(=O)c3ccc(C)cc3C)CC2)c(N)n(Cc2ccccc2)c1=O | -10 | 0 | 20 | -8 | 11 | -14 | 16 | 16 | 4 | 1 | -1
CC(=O)c1cccc(NC(=O)C2CCCN2S(=O)(=O)c2cccc3cccnc23)c1 (configuration not stated) | -12 | -8 | 2 | -1 | 2 | -4 | 3 | -4 | 0 | -28 | -2
CC1CCN(S(=O)(=O)N2CCC(C(=O)NCc3cccs3)CC2)CC1 | 0 | 3 | -4 | -4 | -6 | -4 | 8 | -4 | . | . | -2
CCCS(=O)(=O)c1c(S(=O)(=O)CCC)c2cnccn2c1C(=O)c1ccc(F)cc1 | -11 | 4 | 6 | -8 | 7 | -8 | -2 | -35 | 12 | 6 | 7
Cc1ccc(N(C(=O)Cn2nnc(-c3ccc(C)o3)n2)C(C(=O)NC2CCCC2)c2ccncc2)cc1 (configuration not stated) | 56* | 2 | 6 | 1 | 3 | -11 | -5 | 22 | 13 | -2 | -5
O=C(CC1SC(N2CCCCC2)=NC1=O)Nc1ccc(C(=O)NCc2ccccc2)cc1 (configuration not stated) | -19 | -9 | -17 | -7 | -18 | 4 | -2 | -32 | -2 | -15 | -1
CCOc1ccc(CCNC(=O)C2CCN(c3nn4c(=O)cc(C)nc4s3)CC2)cc1OCC | 3 | 1 | 23 | -3 | -6 | 1 | 16 | 36 | 13 | -1 | 5
COc1ccccc1Nc1ncc(C(=O)N2CCN(Cc3ccc(OC)c(OC)c3OC)CC2)c2ccccc12 | 1 | 2 | 18 | 9 | 4 | 21 | 4 | -4 | -2 | 6 | 4
